GRP78 ERSR act: qHTS for Inducers of the Endoplasmic Reticulum Stress Response (ERSR) in Human Glioma: qHTS. 420,000 tested, 0.02% active. U87-MG GRP78 promoter luciferase reporter, 16 h. Potency, µM, without a hit: top-dose activation, actives largely listed as activators; active = well fitted activation curve with a large enough effect; inconclusive = small, poorly fitted or top-dose-only effect; inactive = no such curve, though single readings can be large or run the other way; note: potency is the fitted concentration of half-maximal effect; series mostly up to about 76 µM; % of control where 0% means no effect; nearly all actives have a fitted effect of over 35% in size
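Stably transfected U87-MG glioma cells carrying a GRP78-based luciferase sensor; 16 h compound incubation. Luminescence end-point read 10 min after Bright-Glo addition at room temperature.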
LDHA inh: qHTS assay for inhibitors of human lactate dehydrogenase; purified LDHA, NADH/diaphorase-resazurin fluorescence; active compounds read low; AID 1347041, 2019; activity change, % (values are at about 110 or 230 µM); 480,000 tested, 0.15% active; in the data active = activity change below about -30%; inconclusive = mostly about -25% to -30%;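 note: plate controls were DMSO wells for no effect and wells without enzyme for full effect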
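Enzyme activity of human lactate dehydrogenase 5 (2 nM; 0.06 mM NADH, 0.2 mM pyruvate, 5 min, RT) is measured via a resazurin/diaphorase fluorescence readout of residual NADH.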
Active calls of the source: *; ? = inconclusive. An excerpt. The share of hits here may be higher or lower than overall.

SMILES	GRP78 ERSR act	LDHA inh
CCCNC(=O)C1(C)CCCN(Cc2ccsc2)C1 (configuration not stated)	0%	-4
O=C(CC[C@H]1O[C@@H](n2ccc(=O)[nH]c2=O)[C@H](O)[C@@H]1O)NCc1ccco1	-5%	-8
O=C(O)c1nc(-c2ccccc2)c(C(=O)NC2CC2)[nH]1	-2%	-4
CCNC(=O)C1(C)CCN(C(=O)c2ccccc2)C1 (configuration not stated)	-3%	-5
Cc1ccccc1C(=O)Nc1nnc([C@@H]2C[C@H](O)[C@@H](CO)O2)s1	0%	-9
COC(=O)N1CCCCC1c1cc(C(=O)NCc2ccc(F)cc2)no1 (configuration not stated)	-3%	-4
COc1ccccc1CNc1nc2cc(-c3ccsc3)sc2c(=O)n1C	0%	-3
CCc1nc2c(OCC(=O)C(C)(C)C)cccn2c1N(C)C(=O)c1ccco1	-2%	-4
CC(=O)OC(C(=O)Nc1nncs1)c1ccccc1 (configuration not stated)	-4%	5
CC(=O)Nc1ccc(-c2ccnc3c2CC(C)(C(=O)Nc2cccc(OC(F)(F)F)c2)O3)cc1 (configuration not stated)	-5%	-7
CC1(C(=O)Nc2ccc3nc[nH]c3c2)CCN1C(=O)c1ccccc1CCc1ccccc1 (configuration not stated)	-3%	-4
CCCNC(=O)C1(C)CCCN(Cc2ccc3ccccc3c2)C1 (configuration not stated)	-2%	-3
COc1cc(F)ccc1-c1csc(C(C)(O)c2ccccc2)n1 (configuration not stated)	-3%	0
Cc1ccccc1S(=O)(=O)NC(=O)C1(C)CCN1C(=O)Cc1cc(F)ccc1F (configuration not stated)	-3%	-9
Cc1ccc(CN2CC(N3CCC(Cc4ccccc4)CC3)CS2(=O)=O)cc1 (configuration not stated)	0%	-2
CC(=O)NC(c1ccc(F)c(F)c1)c1nc(-c2cccc(C(=O)O)c2)cs1 (configuration not stated)	-2%	-1
O=C(Nc1cc(C(F)(F)F)ccc1F)C1Cc2c(-c3ccccc3Oc3ccccc3)ccnc2O1 (configuration not stated)	0%	0
COc1ccc(NC(=O)C2(C)Cc3c(-c4cccc(NC(C)=O)c4)ccnc3O2)cn1 (configuration not stated)	-2%	-7
CCCCN(C=O)c1c(CC)nc2ccc(C(=O)N3CCCCC3)cn12	-3%	0
c1cc(-c2ccc(N3CCOCC3)cc2)n2ccnc2c1	2%	-6

Rewritten with the structure last: 18 of the compounds above.
GRP78 ERSR act	LDHA inh	molecule
-5%	-8	O=C(CC[C@H]1O[C@@H](n2ccc(=O)[nH]c2=O)[C@H](O)[C@@H]1O)NCc1ccco1
-2%	-4	O=C(O)c1nc(-c2ccccc2)c(C(=O)NC2CC2)[nH]1
-3%	-5	CCNC(=O)C1(C)CCN(C(=O)c2ccccc2)C1 (configuration not stated)
0%	-9	Cc1ccccc1C(=O)Nc1nnc([C@@H]2C[C@H](O)[C@@H](CO)O2)s1
-3%	-4	COC(=O)N1CCCCC1c1cc(C(=O)NCc2ccc(F)cc2)no1 (configuration not stated)
0%	-3	COc1ccccc1CNc1nc2cc(-c3ccsc3)sc2c(=O)n1C
-2%	-4	CCc1nc2c(OCC(=O)C(C)(C)C)cccn2c1N(C)C(=O)c1ccco1
-4%	5	CC(=O)OC(C(=O)Nc1nncs1)c1ccccc1 (configuration not stated)
-5%	-7	CC(=O)Nc1ccc(-c2ccnc3c2CC(C)(C(=O)Nc2cccc(OC(F)(F)F)c2)O3)cc1 (configuration not stated)
-3%	-4	CC1(C(=O)Nc2ccc3nc[nH]c3c2)CCN1C(=O)c1ccccc1CCc1ccccc1 (configuration not stated)
-2%	-3	CCCNC(=O)C1(C)CCCN(Cc2ccc3ccccc3c2)C1 (configuration not stated)
-3%	0	COc1cc(F)ccc1-c1csc(C(C)(O)c2ccccc2)n1 (configuration not stated)
-3%	-9	Cc1ccccc1S(=O)(=O)NC(=O)C1(C)CCN1C(=O)Cc1cc(F)ccc1F (configuration not stated)
0%	-2	Cc1ccc(CN2CC(N3CCC(Cc4ccccc4)CC3)CS2(=O)=O)cc1 (configuration not stated)
-2%	-1	CC(=O)NC(c1ccc(F)c(F)c1)c1nc(-c2cccc(C(=O)O)c2)cs1 (configuration not stated)
0%	0	O=C(Nc1cc(C(F)(F)F)ccc1F)C1Cc2c(-c3ccccc3Oc3ccccc3)ccnc2O1 (configuration not stated)
-2%	-7	COc1ccc(NC(=O)C2(C)Cc3c(-c4cccc(NC(C)=O)c4)ccnc3O2)cn1 (configuration not stated)
-3%	0	CCCCN(C=O)c1c(CC)nc2ccc(C(=O)N3CCCCC3)cn12

Other results
SMILES	GRP78 ERSR act	LDHA inh
Cc1ccccc1S(=O)(=O)N1CCN(c2ccc3c(c2)C2CC3CCN2C(=O)OCc2ccccc2)CC1 (configuration not stated)	-1%	-13
CCc1nc2ccc(C(=O)N(C)Cc3ccccc3)cn2c1N(C)CCCc1ccccc1	-1%	2
CCOC(=O)C1(C)CCN1C(=O)c1cccc(Cl)c1 (configuration not stated)	0%	-5
Cc1c(C(=O)NCc2ccc(F)cc2)sc(=O)n1Cc1ccc(C(=O)c2ccccc2)cc1	1%	-10
COc1ccc(Cc2c(-c3ccccc3)nc3c(C)cc(Br)cn23)c(C)c1	-2%	2
CC1(C(=O)NS(=O)(=O)c2cccs2)CCN1C(=O)Cc1ccc(-c2ccccc2)cc1 (configuration not stated)	-2%	-15
CN1CCCC1(C)C(=O)NCc1ccc(F)cc1Cl (configuration not stated)	0%	2
CNc1ccc(-c2cccc(C(C)=O)c2)cn1	5%	-9
O=C(NCc1ccc(F)cc1)c1cc(C2CCCN(C(=O)C3CCCCC3)C2)on1 (configuration not stated)	1%	-5
CC(C)Cc1ccc(-c2cc3nc(NCCc4ccc(S(N)(=O)=O)cc4)ccn3n2)cc1	15%	-5

Single records (already shown).
Cc1c(C(=O)NCc2ccc(F)cc2)sc(=O)n1Cc1ccc(C(=O)c2ccccc2)cc1 across the screens: GRP78 ERSR act = 1%; LDHA inh = -10
CC(C)Cc1ccc(-c2cc3nc(NCCc4ccc(S(N)(=O)=O)cc4)ccn3n2)cc1 across the screens: GRP78 ERSR act = 15%; LDHA inh = -5

Further compounds
SMILES	GRP78 ERSR act	LDHA inh
O=C(NCc1cccnc1)c1cc(C2CCCCN2S(=O)(=O)c2ccc(F)cc2F)on1 (configuration not stated)	0%	-8
COc1ccc(-c2cnc3c(NC(C)=O)cc(-c4ccccc4OC)cn23)cc1OC	3%	-3
COc1ccccc1-c1cc(NC(C)=O)c2ncc(-c3cccc(C(C)=O)c3)n2c1	?	10
CCc1ccc([C@H]2[C@@H]3C(=O)C[C@@H]4C(=O)N(Cc5ccccc5)C(=O)[C@@H]4[C@@H]3CN2S(=O)(=O)c2ccc(C)cc2)cc1	-3%	0
CCOC(=O)C1(C)CCN1C(=O)c1cncc(Br)c1 (configuration not stated)	-4%	-5
Cc1noc(C)c1-c1ccc(C(=O)NCc2ccco2)c2occc12	3%	-1
COc1ccc(-c2cc(NC(C)=O)c3ncc(-c4ccccc4)n3c2)cc1OC	?	9
COc1ccccc1-c1cc2nc(NCCc3ccncc3)ccn2n1	3%	-4
Cc1ccc(S(=O)(=O)NC(=O)C2(C)CCN2C(=O)Cc2ccc(Cl)cc2Cl)cc1 (configuration not stated)	7%	-1
CCCCNC(=O)C1(C)CCCCCN1Cc1cc2ccccc2o1 (configuration not stated)	-6%	6
CCNC(=O)C1(C)CCCN(CCOc2ccc(OC)cc2)C1 (configuration not stated)	-2%	-12
CC(C)N1CCC1(C)C(=O)Nc1nc2ccccc2[nH]1 (configuration not stated)	-3%	0
CCCS(=O)(=O)NC(=O)C1(C)CCCN(C(=O)c2cccc3ccccc23)C1 (configuration not stated)	-1%	-7
Cn1c(NCCc2ccncc2)nc2cc(-c3ccsc3)sc2c1=O	1%	-2
CC(C)C[C@H]1CN([C@@H](Cc2ccccc2)CN2CCC[C@@H]2CN2C(=O)C(=O)NC[C@@H]2Cc2ccccc2)C(=O)C(=O)N1CCc1ccccc1	-12%	-6
COc1ccc(-c2ccc(C(=O)N3CCN(C)CC3)c3occc23)c(C)c1	-1%	3
CC(C)(C)S(=O)N1Cc2cc(C(=O)N3CCc4ccccc4C3)nc(-c3cccc(-c4cccnc4)c3)c2[C@@H]1CCO (some centres not stated)	-3%	3
O=C(Nc1cccc(C(F)(F)F)c1)C1Cc2c(-c3ccccc3Oc3ccccc3)ccnc2O1 (configuration not stated)	-4%	-3
CC(=O)Nc1cc(-c2cccc(C(=O)N(C)C)c2)cn2c(-c3cccc(C(=O)N(C)C)c3)cnc12	-1%	-4
O=C(NCC(O)c1nc2ccccc2[nH]1)c1ccc(Br)cc1 (configuration not stated)	-3%	-6
CC(=O)NC(c1ccccc1)c1nc(-c2ccc(C)c(C)c2)cs1 (configuration not stated)	-2%	-7
COc1ccc(CN2C[C@@H](CO)O[C@@H](n3cnc4c(N5CCN(CCO)CC5)ncnc43)C2)cc1	-1%	-6
CCNC(=O)C1(C)CCCN1C(=O)c1cc(OC)c(OC)c(OC)c1 (configuration not stated)	-2%	-1
CC(C)N(C)c1ncnc2c1ncn2[C@H]1CN(Cc2ccc(Cl)cc2)C[C@@H](CO)O1	0%	3
CC(N)c1csc(Nc2ccc(C(=O)NCCCO)cn2)n1 (configuration not stated)	-1%	3
CC(O)(c1cccnc1)c1nc(-c2cccc(F)c2)cs1 (configuration not stated)	-2%	-11
CCOC(=O)C1=C[C@@H](CC)N(S(=O)(=O)c2ccc([N+](=O)[O-])cc2)[C@H]1c1ccccc1	-4%	-5
COc1cc(CNc2ncnc3c2ncn3[C@H]2CN(Cc3cccc(C(F)(F)F)c3)C[C@@H](CO)O2)cc(OC)c1OC	-3%	-1
O=C(NCc1cccnc1)c1cc(C2CCCN(C(=O)c3cccs3)C2)on1 (configuration not stated)	0%	-5
Cc1ccc(C2C=CC(C#N)=CN2Cc2ccccc2)cc1 (configuration not stated)	0%	-4
OC(c1ccc(Cl)c(F)c1)c1ncc(-c2ccc(Oc3ccccc3)cc2)[nH]1 (configuration not stated)	-13%	-17
Cc1ccccc1CNC(=O)c1ccc2nc([C@@H]3O[C@H](CO)[C@H](O)[C@H](O)[C@H]3O)[nH]c2c1	-4%	-8
C=C[C@]1(C)C=C2C(=O)C[C@H]3C(C)(C)CCC[C@]3(C(=O)O)[C@@]2(O)CC1	-4%	-7
NS(=O)(=O)c1ccc(CCNc2nn3c(-c4ccc(F)c(Cl)c4)cnc3s2)cc1	-5%	-9
CC1(Cc2cccc(F)c2)C(=O)Nc2ccc(S(=O)(=O)NC3CCCCC3)cc21 (configuration not stated)	-7%	-1
O=C(Nc1cccc(F)c1)c1ccc(-c2cccnc2)c2ccoc12	-11%	-1
COc1ccc(N2CCN(C(=O)/C=C/[C@H]3O[C@@H](n4ccc(=O)[nH]c4=O)[C@H](O)[C@@H]3O)CC2)cc1	-5%	-1
O=C(Nc1cccc(F)c1)Nc1nnc([C@@H]2O[C@H](CO)[C@@H](O)[C@H]2O)s1	0%	?
COc1ccc(NC(=O)c2cc(C3CCCCN3S(=O)(=O)c3ccc(C#N)cc3)on2)c(C)c1 (configuration not stated)	-3%	-8
CCCC(=O)N1CCC1(C)C(=O)Nc1cc(C)ccc1C (configuration not stated)	-4%	-4
O=C1NC[C@H](Cc2ccccc2)N(C[C@@H]2CCCN2C[C@H](Cc2ccccc2)N2C[C@H](Cc3ccccc3)N(CCc3ccccc3)C(=O)C2=O)C1=O	3%	-4
O=C(Nc1c(-c2ccccc2)[nH][nH]c1=O)c1ccco1	-2%	1
Cn1c(=O)c2c(-c3ccccc3)n(-c3ccc(N)cc3)cc2n(C)c1=O	-3%	12
O=S(=O)(Nc1ccc(C(O)(C(F)(F)F)C(F)(F)F)cc1)c1ccc(Cl)c2nonc12	-13%	-2
Cc1cccnc1C(NC(=O)C1CCN(Cc2ccccc2)CC1)c1ccc(F)cc1 (configuration not stated)	-4%	-3
COc1ccc(OCCN2CCC(C(=O)NC(c3ccc(Cl)cc3)c3cccnc3)CC2)cc1 (configuration not stated)	-4%	-4
CCc1nc2c(OCc3cccc(OC)c3)cccn2c1N(C)C(=O)C(C)C	-2%	4
Cc1ccc(C(O)c2ncc(-c3ccccc3Cl)[nH]2)cc1F (configuration not stated)	-1%	-5
CN(C)CCCNc1nc2cc(-c3cnn(C)c3)sc2c(=O)n1C	-2%	-4
Cc1cc(C)cc(CC(=O)N2CCC2(C)C(=O)NS(=O)(=O)c2ccc(Cl)s2)c1 (configuration not stated)	3%	-4
Following part
SMILES	GRP78 ERSR act	LDHA inh
Cc1ccc(S(=O)(=O)Nc2ccc3c(c2)C(=O)c2ccccc2-3)cc1	0%	-1
CC(=O)Nc1ccc(-c2ccnc3c2CC(C(=O)Nc2cccc(OC(F)(F)F)c2)O3)cc1 (configuration not stated)	-3%	-1
CNc1cncc(-c2cnn(CC(C)C)c2)n1	-2%	-2
CC(=O)c1cccc(Nc2ccc(Br)cc2)c1	7%	-2
CCNC(=O)C1(C)CCN(C(=O)c2cc(F)cc(F)c2)C1 (configuration not stated)	-2%	-13
CCc1nc2ccc(C(=O)Nc3ccc(OC)c(OC)c3)cn2c1N(C)CCC(C)C	-2%	1
Brc1ccc2nc(-c3ccco3)c(CC3CCCCC3)n2c1	?	-2
O=C(Nc1ccc(Cl)cc1)C1Cc2c(-c3cccc(F)c3)ccnc2O1 (configuration not stated)	-4%	0
Fc1cccc(Cc2c(-c3ccco3)nc3c(Cl)cc(C(F)(F)F)cn23)c1	?	-9
COc1cccc(C(O)c2ncc(-c3ccccc3Cl)[nH]2)c1 (configuration not stated)	1%	-4
Cc1noc(C)c1-c1ccc(C(=O)NCc2cccs2)c2occc12	3%	-4

Compound activity from PubChem BioAssay.
